NSD2 HMT inh: NSD2 (human) methyltransferase inhibition | O96028 | NSD2 peptide methylation, AlphaScreen, 120 min | inhibition, % at 12.5 µM | 310,000 tested, 0.54% active; in the data active = inhibition above about 50%
Target sequence (O96028 whole entry, looked up): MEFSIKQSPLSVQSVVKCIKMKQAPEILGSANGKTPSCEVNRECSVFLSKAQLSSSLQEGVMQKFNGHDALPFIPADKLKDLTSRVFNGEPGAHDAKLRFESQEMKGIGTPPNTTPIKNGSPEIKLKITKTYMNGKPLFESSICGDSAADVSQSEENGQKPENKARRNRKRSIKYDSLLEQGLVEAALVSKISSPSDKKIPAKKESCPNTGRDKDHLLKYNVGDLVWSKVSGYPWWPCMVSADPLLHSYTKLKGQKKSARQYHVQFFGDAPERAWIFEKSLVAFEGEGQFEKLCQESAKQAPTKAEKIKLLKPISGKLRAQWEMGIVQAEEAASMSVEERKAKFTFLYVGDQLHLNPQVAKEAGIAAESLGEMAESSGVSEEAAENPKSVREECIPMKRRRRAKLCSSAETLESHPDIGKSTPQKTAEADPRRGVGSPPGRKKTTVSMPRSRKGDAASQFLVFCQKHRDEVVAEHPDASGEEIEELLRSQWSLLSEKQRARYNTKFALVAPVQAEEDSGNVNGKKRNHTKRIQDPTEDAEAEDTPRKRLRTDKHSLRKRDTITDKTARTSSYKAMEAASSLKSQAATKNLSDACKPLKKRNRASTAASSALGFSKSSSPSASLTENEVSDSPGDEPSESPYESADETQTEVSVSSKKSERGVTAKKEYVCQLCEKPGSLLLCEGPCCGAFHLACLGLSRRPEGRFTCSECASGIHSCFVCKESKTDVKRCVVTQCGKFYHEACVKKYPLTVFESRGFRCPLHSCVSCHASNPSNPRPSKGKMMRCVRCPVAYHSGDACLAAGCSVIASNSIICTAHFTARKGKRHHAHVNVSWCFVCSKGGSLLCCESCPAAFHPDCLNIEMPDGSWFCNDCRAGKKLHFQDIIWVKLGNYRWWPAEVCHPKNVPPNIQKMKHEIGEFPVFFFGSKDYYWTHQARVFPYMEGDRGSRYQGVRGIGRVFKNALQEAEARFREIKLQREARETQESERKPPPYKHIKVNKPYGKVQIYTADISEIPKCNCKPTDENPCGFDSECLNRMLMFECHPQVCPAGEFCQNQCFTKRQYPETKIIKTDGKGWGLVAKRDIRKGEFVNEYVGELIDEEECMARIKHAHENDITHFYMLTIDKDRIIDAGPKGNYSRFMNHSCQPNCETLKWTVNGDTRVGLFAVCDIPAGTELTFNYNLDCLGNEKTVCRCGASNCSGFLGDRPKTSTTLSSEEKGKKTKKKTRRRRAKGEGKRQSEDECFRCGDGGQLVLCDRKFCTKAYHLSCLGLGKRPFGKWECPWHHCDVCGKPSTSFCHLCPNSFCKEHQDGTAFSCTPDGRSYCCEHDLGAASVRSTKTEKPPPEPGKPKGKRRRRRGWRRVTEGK
CAL PDZ FP-1: blocks peptide binding to the human CAL PDZ domain; AID 602252; Q9HD26; purified CAL PDZ, TMR-peptide fluorescence polarization, 1 h; 300,000 tested, 0.92% active; inhibition, % at 24.9 µM;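 active = mean inhibition of at least 30% with at least half of replicates also reaching 30%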;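 note: 0% = DMSO neutral control and 100% = excess unlabeled competitor peptide PRC23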
PfHsp90 set2: inhibits growth of yeast expressing Plasmodium falciparum Hsp90; 310,000 tested, 0.32% active; AID 504621; inhibition, % at 9.4 µM; S. cerevisiae expressing PfHsp90, BacTiter-Glo ATP, 48 h; yeast lacking PDR1 and PDR3 efflux regulators;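 active = every replicate shows inhibition above about 80%, whatever the replicate mean, limit read from the data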;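 note: 0% = DMSO neutral controls and 100% = 20 µM radicicol positive controls; yeast relying on Plasmodium falciparum Hsp90 in place of its own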
PvdQ inh: blocks Pseudomonas aeruginosa PvdQ acylase activity; purified PvdQ acylase, fluorescence plate reader; inhibition, % at 10 µM; 340,000 tested, 0.063% active; in the data active = inhibition above about 30%, passing the limit was not always enough;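 note: 0% = vehicle neutral wells and 100% = reference inhibitor wells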
MITF TRPM1 HTS: MITF TRPM1 promoter activation in melanoma cells; SK-MEL-5 TRPM1-promoter luciferase, 24 h; % of positive control, neutral wells = 0; activation, % at 12.5 µM; 300,000 tested, 0.75% active;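 active = mean activation of at least 80% with every replicate also reaching 80%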;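 note: 0% = neutral control wells and 100% = parthenolide positive control wells; values of inactives mirror those of a sister screen read the other way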
SR-BI uptake up: SR-BI HDL lipid transfer activation. CHO ldlA[mSR-BI] cells, DiI-HDL uptake fluorescence, 3 h; 100 = double the neutral-control signal. activation, % at 12.5 µM. 320,000 tested, 0.096% active. AID 504775;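 active = mean replicate activation of at least 60% and every replicate at or above 60%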;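 note: 0% = median plate neutral-control signal and 100% = twice that signal; values of inactives mirror those of a sister screen read the other way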
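Test system: SR-BI-overexpressing, LDLR-lacking CHO cells; Also added: labelled HDL, 10 µg/mL; Measured by: bottom-read cell fluorescence after medium removal, ex 550/em 595 nm; Timing: 3 h uptake period with compound, 37 °C; Buffer or medium: F12, 0.5% BSA, 25 mM HEPES; Doses: single compound concentration, delivered by pin transfer.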
Rtt109 HAT inh: C. albicans Rtt109 histone acetyltransferase inhibition. purified Rtt109/Vps75, ThioGlo CoA-SH fluorescence, 4 h. Q5AAJ8. inhibition, % at 34.9 µM. 330,000 tested, 0.16% active;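 active = inhibition of at least 50% in every replicate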
SR-BI DiI inh: mouse SR-BI HDL lipid transfer inhibition; Q61009; ldlA[mSR-BI] CHO cells, DiI-HDL uptake fluorescence, 3 h; inhibition, % at 12.5 µM; 320,000 tested, 0.96% active; AID 488896;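 active = mean replicate inhibition of at least 70% and a set share of replicates each scoring 70 or more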;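 note: 0% = median of neutral control wells and 100% = median of positive control wells; values of inactives mirror those of a sister screen read the other way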
dFosB act: mouse delta FosB homodimer activation; P13346; purified delta FosB, TAMRA-CDK5 oligo fluorescence polarization; percent of positive-control signal above neutral wells; activation, % at 25 µM; 340,000 tested, 0.99% active;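 active = mean activation above about 17%, with every replicate also reaching it, limit read from the data, passing the limit was not always enough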;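 note: fluorescence polarization rise as delta FosB binds a TAMRA Cdk5 AP-1 oligo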
CAL PDZ FP-2: inhibitors of human CAL PDZ peptide binding; 330,000 tested, 0.02% active; Q9HD26; purified CAL PDZ, TMR-peptide fluorescence polarization, 1 h; AID 504414; inhibition, % at 20 µM;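 active = highest replicate inhibition of at least 40%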;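 note: plate controls were DMSO neutral control wells for no effect and unlabeled competitor peptide control wells for full effect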
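Material – purified CerCALP PDZ construct · Detection – FP readout, S and P plane fluorescence · Measure – percent inhibition from loss of millipolarization · Controls – unlabelled peptide for full inhibition, DMSO wells as neutral · Probe or stimulus – TMR-labelled reporter peptide T*-PRC34 bound in PDZ groove · Times – 1 h at RT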
Numbers without * were called inactive; x = not tested or not shown.

structure	NSD2 HMT inh	CAL PDZ FP-1	PfHsp90 set2	PvdQ inh	MITF TRPM1 HTS	SR-BI uptake up	Rtt109 HAT inh	SR-BI DiI inh	dFosB act	CAL PDZ FP-2
O=C(CCN1C(=O)c2ccccc2C1=O)N1CCC(c2ccccc2)C1 (stereo unspecified)	0	2	-21	-13	12	19	-10	-19	-6	-1.3
Cc1ccc(/C=N/NC(=O)C[n+]2ccccc2)s1	18	2	1	-14	3	20	1	-20	7	-0.5
Cc1cc([N+](=O)[O-])nn1Cc1ccc(C(=O)N/N=C/c2ccc(N(C)C)cc2)cc1	0	-4	11	7	x	-24	6	24	6	0.2
COc1ccc(C(=O)OCCN=C2NS(=O)(=O)c3ccccc32)cc1OC	0	0	x	-23	6	1	-2	-1	-16	-2.9
Fc1c(CSC(=S)N2CCOCC2)cccc1CSC(=S)N1CCOCC1	-2	x	-1	-22	x	-10	-1	10	5	-0.9
CCOC(=O)C(CC)Sc1ccc2nnc(-c3cccnc3)n2n1 (stereo unspecified)	0	1	-6	7	-8	10	1	-10	-8	-0.3
COc1ccc(C2CC(c3ccccc3)=NN2C(=O)COC(=O)c2cnc(Cl)c(Cl)c2)cc1 (stereo unspecified)	-2	2	-5	-9	-10	-9	-2	9	-8	-3.4
CC(C)CC(C(=O)NCc1ccccn1)N1C(=O)c2ccccc2C1=O (stereo unspecified)	0	-2	14	-20	-6	30	-15	-30	1	-1.7
Clc1cccc(CN2CCc3c([nH]c4ccccc34)C2)c1	x	-7	-9	1	x	-43	0	43	-5	-0.3
O=C1c2ccccc2C(=O)N1CCC1(O)C(c2ccccc2)=Nc2ccccc21 (stereo unspecified)	x	-4	-8	-15	11	29	-2	-29	7	0.3
O=C(CC(Nc1ccccc1Cl)C(=O)OCC(=O)c1cccs1)c1ccccc1 (stereo unspecified)	-1	0	x	-10	x	29	7	-29	-9	-3.9
CCO[C@@H]1OC(C(=O)Nc2ccccc2)=C[C@H](c2coc3ccccc3c2=O)[C@H]1CCCO	x	-3	-7	-14	32	-4	-9	4	-8	0.3
CC(=O)N1CCc2c(sc(NC(=O)c3ccc(S(=O)(=O)N(C)C)cc3)c2C#N)C1	x	x	3	-3	4	17	1	-17	0	-0.4
O=C(C1=C(O)C(=O)N(c2ncccn2)C1c1cccs1)c1ccco1 (stereo unspecified)	1	2	-22	-5	-3	0	6	0	-5	-2.1
CCOc1ccc(N(CC)C(=O)CCNC(=O)Cn2ccc3ccccc3c2=O)cc1	1	-3	26	-10	-5	-6	-3	6	-3	-2.1
CN(C)S(=O)(=O)c1ccc(N2CCCC2)c(C(=O)Nc2nc3ccccc3s2)c1	0	-2	-10	4	-1	14	1	-14	2	-0.9
Cc1cc2cc(CN(Cc3cccs3)C(=S)NCc3ccco3)c(=O)[nH]c2cc1C	0	6	-1	-4	-13	-35	-4	35	5	-0.9
CCc1nc(N(CC)CC)c2oc3ccccc3c2n1	-14	0	-4	-9	-2	16	-5	-16	12	-0.2
NC(=O)c1ccsc1NC(=O)Cc1ccc([N+](=O)[O-])cc1	8	-4	-12	-13	14	-15	-2	15	-10	0.1
NC(=O)c1ccc(-n2nc(C(F)(F)F)c3c2CCCC3)cc1	-2	-1	-6	-8	22	-60	8	60	-4	-2.7
Cc1ccc(Oc2ccc(N)cc2)cc1	9	-4	0	16	5	4	8	-4	-9	-0.4
CCOc1cc(N2CCOCC2)c(OCC)cc1NC(=O)COC(=O)c1ccccc1OC(F)F	-1	x	-20	-2	-10	-45	-6	45	-3	0.1
COc1ccccc1NS(=O)(=O)c1ccc(C)c(NC(=O)NC2CCCCC2)c1	-3	-1	5	10	13	43	-5	-43	8	-1.4
Clc1ccc(Oc2cnc3ccccc3n2)cc1	-1	x	-5	1	60	7	-8	-7	1	-0.6
Cc1ccc(NC(=O)CS(=O)CC(=O)N(CC(=O)NC2CCCC2)c2ccc3c(c2)OCCO3)cc1 (stereo unspecified)	-5	-2	20	11	0	-5	-4	5	-4	x
CN(Cc1ccc(Br)s1)C(=O)CNC(=O)c1ccc2c(c1)OCO2	-2	-9	-9	-16	7	3	-6	-3	-2	-0.4
CCOC(=O)c1c(NC(=O)C2CC2)sc(C)c1CC	7	-4	-14	-11	-1	-12	0	12	3	-0.5
C/C(=N\N=C(N)N)c1ccc(C)c(C)c1	2	-3	-17	-2	0	x	-23	x	-6	0.5
Cn1nc(C(C)(C)C)c([N+](=O)[O-])c1C(N)=O	-1	0	11	-7	x	13	-19	-13	-1	0.6
O=c1[nH]c(CSc2ncnc3sc(-c4ccccc4)cc23)nc2ccccc12	-5	-5	-30	-9	-2	-12	2	12	-8	-1.2
Cc1ccc(COc2ccc(CNCCCN3CCCCCC3=O)cc2)cc1	5	-1	11	-15	71	1	-2	-1	2	0.1
CN(Cc1ccccc1)S(=O)(=O)c1ccc(NC(=S)NC(=O)C2CCCC2)cc1	-4	0	-1	-8	-19	-52	6	52	-5	-0.3
CCC(C(=O)O)n1nnc(-c2ccc(-c3ccc(OC)cc3)cc2)n1 (stereo unspecified)	0	-4	-7	4	5	-5	23	5	1	-4.5
CCc1nnc2c(NCCc3ccccc3)nc3ccccc3n12	5	-4	-44	-14	-31	x	-6	x	-4	-0.8
COc1ccccc1NC(=O)/C(=C/c1cccc([N+](=O)[O-])c1)c1ccccc1	-3	1	-1	6	8	-48	-3	48	1	-0.6
CCOc1ccc(-c2c(C(=O)N/N=C/c3ccc(OC(C)C)cc3)nnn2-c2nonc2N)cc1	-2	-3	2	-10	4	-77	4	77*	-1	-0.4
Cc1cc(C)cc(Nc2ccc(C(=O)O)cc2N)c1	8	-2	13	-21	7	13	-38	-13	-10	-0.7
COc1ccc(CCN2Cc3c(N)cccc3C2=O)cc1OC	-9	5	9	-6	-8	4	-3	-4	5	-1.5
CCOc1cc(C)ccc1OCc1nnc(SCC(=O)c2cccc([N+](=O)[O-])c2)n1C	x	0	-8	-5	-16	-51	x	51	0	-1.9
CC(NCC(O)COc1ccccc1)C1COc2ccccc2O1 (stereo unspecified)	0	17	-19	-12	4	-1	5	1	-9	-0.1
COc1ccc(/C=C/C(=O)c2ccoc2)cc1	41	1	4	40*	27	2	10	-2	-5	0.0
O=C(NCCCn1ccnc1)C(=O)NCC(c1cccnc1)N1CCN(c2ccccc2)CC1 (stereo unspecified)	x	-3	-6	3	x	20	9	-20	-10	-1.4
Nc1nnc(C(c2ccccc2)c2ccccc2)s1	x	22	-17	-4	x	-7	-1	7	-14	-2.5
O=C(NC1CCCCC1)C(c1ccc(F)cc1)N(Cc1cccs1)C(=O)CN1C(=O)c2ccccc2S1(=O)=O (stereo unspecified)	-2	-4	0	-7	-25	-10	-4	10	29*	-2.2
C=CCN1C(=O)C(Cc2ccccc2)S/C1=N/N=C/c1cccs1 (stereo unspecified)	-3	0	3	-10	4	-21	-8	21	-12	-2.5
c1ccc(-c2nnsc2Sc2ccccn2)cc1	-17	1	17	3	48	5	-4	-5	-12	x
COc1cccc(N(CC(=O)NCCSc2ccccn2)S(C)(=O)=O)c1	11	-2	7	-11	-2	10	4	-10	0	-1.2
Cc1ccc(NC(=O)c2ncn(CCCN3CCN(c4ncccn4)CC3)n2)cc1C	x	-1	-7	-8	-1	-13	5	13	-4	-0.9
O=C(Nc1ccc(Cl)cc1)N1CCCC1	0	0	26	-7	21	6	-3	-6	-5	-2.2
OCCCc1nc2ccccc2n1Cc1ccccc1	0	-2	2	-3	-5	8	-1	-8	7	-0.1
CCOC(=O)c1ccc(N2C(=O)CC(Sc3nc(O)c(CC)c(=O)[nH]3)C2=O)cc1 (stereo unspecified)	x	-2	25	-14	-3	11	-3	-11	-3	-1.2
N#Cc1c(N)n(-c2ccccc2N)c2nc3ccccc3nc12	45	2	3	6	x	-2	-7	2	10	0.1
CCOc1ccc(CNC(=O)CCC(=O)N2Cc3cccc(OC)c3Oc3ncccc32)cc1	-1	-1	0	7	7	-18	13	18	-6	-1.2

13 neighbouring entries out of the list so far, quoted:
structure	NSD2 HMT inh	CAL PDZ FP-1	PfHsp90 set2	PvdQ inh	MITF TRPM1 HTS	SR-BI uptake up	Rtt109 HAT inh	SR-BI DiI inh	dFosB act	CAL PDZ FP-2
CC(NCC(O)COc1ccccc1)C1COc2ccccc2O1 (stereo unspecified)	0	17	-19	-12	4	-1	5	1	-9	-0.1
COc1ccc(/C=C/C(=O)c2ccoc2)cc1	41	1	4	40*	27	2	10	-2	-5	0.0
O=C(NCCCn1ccnc1)C(=O)NCC(c1cccnc1)N1CCN(c2ccccc2)CC1 (stereo unspecified)	x	-3	-6	3	x	20	9	-20	-10	-1.4
Nc1nnc(C(c2ccccc2)c2ccccc2)s1	x	22	-17	-4	x	-7	-1	7	-14	-2.5
O=C(NC1CCCCC1)C(c1ccc(F)cc1)N(Cc1cccs1)C(=O)CN1C(=O)c2ccccc2S1(=O)=O (stereo unspecified)	-2	-4	0	-7	-25	-10	-4	10	29*	-2.2
C=CCN1C(=O)C(Cc2ccccc2)S/C1=N/N=C/c1cccs1 (stereo unspecified)	-3	0	3	-10	4	-21	-8	21	-12	-2.5
c1ccc(-c2nnsc2Sc2ccccn2)cc1	-17	1	17	3	48	5	-4	-5	-12	x
COc1cccc(N(CC(=O)NCCSc2ccccn2)S(C)(=O)=O)c1	11	-2	7	-11	-2	10	4	-10	0	-1.2
Cc1ccc(NC(=O)c2ncn(CCCN3CCN(c4ncccn4)CC3)n2)cc1C	x	-1	-7	-8	-1	-13	5	13	-4	-0.9
O=C(Nc1ccc(Cl)cc1)N1CCCC1	0	0	26	-7	21	6	-3	-6	-5	-2.2
OCCCc1nc2ccccc2n1Cc1ccccc1	0	-2	2	-3	-5	8	-1	-8	7	-0.1
CCOC(=O)c1ccc(N2C(=O)CC(Sc3nc(O)c(CC)c(=O)[nH]3)C2=O)cc1 (stereo unspecified)	x	-2	25	-14	-3	11	-3	-11	-3	-1.2
N#Cc1c(N)n(-c2ccccc2N)c2nc3ccccc3nc12	45	2	3	6	x	-2	-7	2	10	0.1

Screening results: PubChem, Broad Institute
